Compound activity: PubChem BioAssay, several laboratories
E coli growth = counter-screen for AddAB inhibitors: E. coli growth inhibition | E. coli V3065 growth, OD600 absorbance, 18 h | AID 449728 | inhibition, % at 11.9 µM | 0.27% of 330,000 active;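 active means inhibition above the campaign's mean inhibition across all tested compounds plus 3 SD, cut at about 9.9% in these data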;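 further: uninfected addAB+ strain grown without phage in ampicillin broth; 0% = DMSO wells and 100% = ciprofloxacin 0.95 µg/ml wells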
MOR-DOR inv ag = inverse agonist of human OPRM1-OPRD1 heterodimerization. P35372+P41143. cell-based MOR-DOR heterodimer luminescence, inverse agonism. inhibition, % at 9.3 µM. 0.21% of 340,000 active; in the data active means inhibition above about 22%, passing the limit was not always enough;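 further: 0% = cells with DMSO and 100% = wells without cells with DMSO; values of inactives mirror those of a sister screen read the other way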
OPRM1-OPRD1 ag = agonists of human mu-delta opioid receptor heterodimerization. P35372+P41143. AID 504326. cells, OPRM1-OPRD1 heterodimerization, luminescence. activation, % at 9.3 µM. 0.3% of 340,000 active; in the data active means activation above about 18%;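 further: 0% = vehicle-treated cells and 100% = reference agonist; values of inactives mirror those of a sister screen read the other way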
PfHsp90 set2 = reduces growth (ATP signal) of yeast expressing P. falciparum Hsp90; S. cerevisiae expressing PfHsp90, BacTiter-Glo ATP, 48 h; yeast lacking PDR1 and PDR3 efflux regulators; inhibition, % at 9.4 µM; 0.32% of 310,000 active;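 active means every replicate shows inhibition above about 80%, whatever the replicate mean, limit read from the data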;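 further: 0% = DMSO neutral controls and 100% = 20 µM radicicol positive controls; yeast relying on Plasmodium falciparum Hsp90 in place of its own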
HTR5A inv ctr = HTR5A inverse agonism, opioid heterodimer counter-screen; P47898; HTR5A cell line, luminescence; inhibition, % at 9.3 µM; 0.083% of 340,000 active; AID 504634; in the data active means inhibition mostly above about 23%, no sharp cut-off; inactive means mostly below about 18%;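 further: 0% = cells with DMSO and 100% = no-cell wells with DMSO; some compounds called inactive have numbers as strong as hits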
HTR5A ag ctr = activates human HTR5A in OPRM1-OPRD1 agonist counter-screen. HTR5A agonist assay, luminescence, cell-based. activation, % at 9.3 µM. 0.61% of 340,000 active. AID 504692; in the data active means activation mostly above about 9.5%, no sharp cut-off; inactive means mostly below about 7.6%;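 further: 0% = cells with vehicle only and 100% = reference agonist; strong numbers were not always called active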
phage Ecoli inh = E. coli growth loss with phage present | growth absorbance | inhibition, % at 11.9 µM | 0.26% of 360,000 active | AID 651602; in the data active means inhibition above about 11%
Pemphigus Ab inh = human desmoglein-3 autoantibody binding inhibition | binding (percent of control), % at 10 µM | DSG3-coupled beads, scFv-anti-DSG3-GFP binding, flow cytometry; active compounds read low | 0.48% of 310,000 active | P32926;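 active means binding more than 3 SD below its plate's average and above zero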;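 further: hits lower antibody fragment binding to DSG3; some compounds called inactive have numbers as strong as hits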
Target sequence (P32926 whole entry, looked up, the tested form may be a part): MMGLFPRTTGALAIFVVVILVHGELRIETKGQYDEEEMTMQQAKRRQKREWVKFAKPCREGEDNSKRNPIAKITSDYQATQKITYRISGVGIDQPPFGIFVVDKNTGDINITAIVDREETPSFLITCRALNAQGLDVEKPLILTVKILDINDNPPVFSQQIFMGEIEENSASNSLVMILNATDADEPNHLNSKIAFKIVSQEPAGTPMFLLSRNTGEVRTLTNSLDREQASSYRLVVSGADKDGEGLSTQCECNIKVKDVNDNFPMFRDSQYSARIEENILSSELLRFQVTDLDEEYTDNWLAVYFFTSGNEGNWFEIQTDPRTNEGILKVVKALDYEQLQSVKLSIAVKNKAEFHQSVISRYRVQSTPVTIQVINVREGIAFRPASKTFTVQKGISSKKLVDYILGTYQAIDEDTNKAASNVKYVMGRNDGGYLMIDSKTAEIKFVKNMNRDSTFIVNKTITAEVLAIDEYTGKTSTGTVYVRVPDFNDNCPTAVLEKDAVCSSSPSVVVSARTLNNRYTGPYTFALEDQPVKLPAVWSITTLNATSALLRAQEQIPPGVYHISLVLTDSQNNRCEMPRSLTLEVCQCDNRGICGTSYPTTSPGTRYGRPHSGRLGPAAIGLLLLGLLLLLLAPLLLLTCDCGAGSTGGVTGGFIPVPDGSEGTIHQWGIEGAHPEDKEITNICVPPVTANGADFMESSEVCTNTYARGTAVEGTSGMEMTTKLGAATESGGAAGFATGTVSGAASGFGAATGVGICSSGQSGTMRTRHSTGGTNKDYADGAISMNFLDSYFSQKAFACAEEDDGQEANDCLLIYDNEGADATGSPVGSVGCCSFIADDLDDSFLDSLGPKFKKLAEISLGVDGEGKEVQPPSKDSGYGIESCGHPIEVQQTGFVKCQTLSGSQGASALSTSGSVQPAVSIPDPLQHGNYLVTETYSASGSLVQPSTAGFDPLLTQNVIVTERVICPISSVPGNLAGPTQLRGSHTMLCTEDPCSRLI
PKA-R1A activ = activates the PKA-R1A holoenzyme complex; P00514+P68181; 0.083% of 340,000 active; AID 504707; PKA-R1A dissociation, Cy5-IP20 fluorescence polarization; scaled: DMSO 0%, 113 µM cGMP 100%; activation, % at 11.4 µM;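 active means percent activation above the mean of all tested compounds plus 3 SD, cut at about 19% in these data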;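 further: higher means more PKAc released from R1A so a rise in polarization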
AddAB inh = less growth of phage-infected E. coli with AddAB. E. coli expressing H. pylori AddAB, absorbance growth. inhibition, % at 11.9 µM. 0.29% of 330,000 active; in the data active means inhibition above about 12%;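 further: 0% = vehicle wells of infected cells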
SUMO Mot1 rescue = inhibitors of SUMOylation pathway: yeast Mot1-301 growth rescue; 1% of 320,000 active; S. cerevisiae Mot1-301 growth rescue, ATP luminescence, 38.5C; percent above DMSO median, 100 means doubled; growth rescue, % at 18.8 µM;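 active means every valid replicate shows activation above 250% relative to neutral control wells; inactive means the rest, any valid replicate at or below 250%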;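 further: OY570 slx delta 5 strain wells were the positive control but not used for scaling; some compounds called inactive have numbers as strong as hits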
Starred values were filed as active, the others as inactive; nt = not tested or not shown. This is a random part of the collection. About 3.2% of those tested had a hit in this group.

SMILES	E coli growth	MOR-DOR inv ag	OPRM1-OPRD1 ag	PfHsp90 set2	HTR5A inv ctr	HTR5A ag ctr	phage Ecoli inh	Pemphigus Ab inh	PKA-R1A activ	AddAB inh	SUMO Mot1 rescue
CCOC(=O)c1c(C)c(C(=O)N2CCN(c3cccc(Cl)c3)CC2)c(C)n1C	-1.7	-2	0.3	21	-5	1	2.0	105	-2	-1.3	8
Cn1cc(C=O)c2cc(S(=O)(=O)N3CCOCC3)ccc21	0.8	16	-2.6	24	-10	4	2.6	97	2	7.0	11
Cc1ccc(S(=O)(=O)N(C)C[C@@H]2Oc3ccc(NS(C)(=O)=O)cc3CC(=O)N([C@H](C)CO)C[C@@H]2C)cc1	2.2	10	-1.7	6	-14	2	3.6	92	-4	1.9	-8
O=C(COc1ccccc1)NN1C(=O)CSC1=S	0.4	-1	0.2	-13	6	-2	3.4	105	-2	2.2	4
O=C(Nc1cccc(S(=O)(=O)N2CCCCC2)c1)c1cccs1	3.7	10	-2.9	1	13	3	0.2	106	-2	3.5	2
CCn1cc(CNC(=O)C2CCC(=O)N(CCc3cccc(F)c3)C2)cn1 (stereo unspecified)	nt	14	-2.8	-17	2	0	1.5	93	-2	nt	nt
COC(=O)c1c(NC(C)=O)sc(C(=O)Nc2ccccc2OC)c1C	-0.5	13	-2.7	-22	5	-4	5.2	100	2	2.6	7
O=C(Nc1ccc(Cl)cc1)Nn1cnnc1	nt	8	-1.6	15	-13	-2	0.6	114	-15	nt	nt
COc1ccc(Nc2nnc(-c3ccc(N4CCOCC4)c([N+](=O)[O-])c3)c3ccccc23)cc1	nt	6	-1.0	nt	22	-2	1.4	94	2	nt	nt
Cc1ccc(C(=O)Nc2cccc(C(=O)NCc3ccccc3)c2)o1	0.2	1	-0.2	-16	-2	1	1.4	103	0	1.3	8
Cc1ccc(-c2cc(C(=O)N/N=C/c3ccc([N+](=O)[O-])o3)c3ccccc3n2)o1	nt	-19	3.6	-10	16	0	1.6	nt	-9	nt	-26
Oc1cccc2ccc[n+](CC(O)Cn3c4ccccc4c4ccccc43)c12 (stereo unspecified)	2.0	5	-1.2	11	29	1	2.7	102	7	1.3	10
CC(=O)c1c(N2CCN(Cc3ccccc3)CC2)nc(=S)n(Cc2ccccc2)c1C	1.0	2	-0.4	0	-23	5	0.5	121	-3	2.7	nt
COc1ccc(C(=O)NCC(c2ccc(F)cc2)N2CCOCC2)cc1S(=O)(=O)N1CCCC1 (stereo unspecified)	-0.5	7	-1.5	-25	1	-4	-0.6	98	-10	1.0	-6
O=C(COC(=O)c1ccccc1C(=O)c1ccc(Cl)cc1)NCc1ccccc1	-0.8	4	-0.6	-5	14	-6	2.0	82	11	2.6	1
CC12COC3(P(=O)(c4ccccc4)c4ccccc4)CC1CCC23CP(=O)(c1ccccc1)c1ccccc1 (stereo unspecified)	-0.5	3	-0.4	-25	1	3	4.7	108	-6	-2.8	-20
Cc1cc(=O)oc2cc3c(cc12)OCCO3	0.3	4	-0.7	-90	-17	-1	0.5	102	-5	2.2	5
Cc1nc(C(=O)Nc2ccc(Cl)cc2)sc1C1(C)CC(c2ccccc2)=NO1 (stereo unspecified)	2.5	-7	1.2	13	-12	6	2.2	102	5	1.9	2
CCn1cc(C2C3=C(CC(C)(C)CC3=O)N(c3ccc(C)cc3)C3=C2C(=O)CC(C)(C)C3)c(C)n1	nt	23	-4.3	-21	10	2	4.1	95	3	nt	nt
CSc1ccc(/C=N/NC(=O)C[n+]2ccccc2)cc1	-1.6	10	-2.0	13	-12	3	-0.2	98	1	-0.5	1
COc1ccccc1-c1cc(C(=O)Nc2cc(C)nn2-c2ccccc2)no1	-0.3	-2	0.4	-7	-14	1	1.0	104	-8	1.3	4
CCCCN(C(=O)c1cnccn1)c1c(N)n(CCC)c(=O)[nH]c1=O	-0.5	6	-1.2	nt	3	-1	0.8	91	8	1.1	21
COCCn1c(C)cc(C(=O)COC(=O)c2ccc(N3CCCC3=O)cc2)c1C	0.6	0	0.0	nt	-15	0	3.1	87	-11	2.4	3
O=C(O)c1ccc(N/N=C/c2cccc3nccnc23)cc1	2.1	27	-5.2	2	-9	2	2.0	100	2	3.0	-15
CNC[C@H]1Oc2c(NS(=O)(=O)c3ccccc3)cccc2C(=O)N([C@H](C)CO)C[C@@H]1C	1.1	15	-2.7	-5	-8	6	2.2	103	-11	5.0	-3
COc1ccc(OC)c(N/C(=N/C(=S)Nc2ccccc2)Nc2nc(C)cc(C)n2)c1	-1.5	nt	nt	nt	nt	nt	4.2	96	nt	2.2	6
COc1ccccc1CN(C)C(=O)c1cc(-c2cc(OC)c(OC)c(OC)c2)nc2ccccc12	-0.6	-16	3.1	4	-10	5	-2.6	101	-6	2.7	1
CC1Cc2ccccc2N1C(=O)Cn1cnc2ccccc2c1=O (stereo unspecified)	1.5	3	-0.6	23	0	0	2.2	98	3	3.2	155
CCOCCCNC(=O)CCC(=O)NNc1nc2ccccc2c2nc(C)nn12	-2.0	15	-2.2	5	14	1	2.9	103	0	3.7	24
Cc1nn2c(C)c(C(=O)Nc3ccccc3)cnc2c1-c1ccccc1	1.1	-5	0.9	17	-14	-3	3.4	106	2	0.6	-7
CCn1c(SCC(=O)N2c3ccccc3CCc3ccccc32)nnc1-c1ccc(OC)cc1	-2.4	8	-1.6	5	-38	11	nt	106	-2	0.6	-6
CC(CC(=O)N1CCN(c2ccccc2)CC1)c1ccccc1 (stereo unspecified)	1.5	15	-3.0	7	16	-3	1.6	nt	2	0.0	160
Cc1ccc(-c2nnc(SCC(=O)Nc3cccc(C(=O)N4CCOCC4)c3)n2C)cc1	1.2	2	-0.3	-40	2	-1	5.2	101	-5	1.0	7
Cc1ccc([N+](=O)[O-])cc1NC(=S)NCCc1ccccc1	0.9	4	-0.5	1	-10	-4	-1.5	93	4	-2.5	-9
Nn1cnnc1N/N=C/c1ccc(F)cc1	5.5	-42	8.1	-14	-6	6	0.9	108	1	11	-14
COCCn1c(C)nc2oc3ccc(Br)cc3c(=O)c2c1=O	-2.0	13	-2.5	-30	7	1	5.5	106	-8	0.3	-9
O=C(NC1=NC2CCCCC2N1)c1ccccc1 (stereo unspecified)	-0.4	7	-1.7	-22	0	0	2.9	109	-1	2.1	-15
Cc1ccc(S(=O)(=O)c2nnn3c2nc(N2CCC(C(N)=O)CC2)c2ccccc23)cc1C	0.8	5	-0.9	9	12	-1	3.5	101	-9	1.2	0
Cc1ccc(C(=O)N/C(=C/c2ccco2)C(=O)N2CCCCCC2)cc1	-1.1	1	-0.1	-14	-11	4	0.9	nt	-9	3.7	152
COc1ccc(NC(=O)Cn2c(=O)n(-c3ccc(OC)cc3OC)c(=O)c3c(C)c(C)sc32)cc1	-0.6	15	-2.4	-5	10	-2	4.0	96	-15	-1.1	-16

In a second layout: 2 of the compounds above
SMILES | E coli growth | MOR-DOR inv ag | OPRM1-OPRD1 ag | PfHsp90 set2 | HTR5A inv ctr | HTR5A ag ctr | phage Ecoli inh | Pemphigus Ab inh | PKA-R1A activ | AddAB inh | SUMO Mot1 rescue
COCCn1c(C)cc(C(=O)COC(=O)c2ccc(N3CCCC3=O)cc2)c1C | 0.6 | 0 | 0.0 | nt | -15 | 0 | 3.1 | 87 | -11 | 2.4 | 3
Cc1ccc([N+](=O)[O-])cc1NC(=S)NCCc1ccccc1 | 0.9 | 4 | -0.5 | 1 | -10 | -4 | -1.5 | 93 | 4 | -2.5 | -9

(list continues)
SMILES	E coli growth	MOR-DOR inv ag	OPRM1-OPRD1 ag	PfHsp90 set2	HTR5A inv ctr	HTR5A ag ctr	phage Ecoli inh	Pemphigus Ab inh	PKA-R1A activ	AddAB inh	SUMO Mot1 rescue
CC(C)=CC(=O)OCc1csc(CC(=O)Nc2ccccc2C)n1	0.4	-1	0.1	9	-2	1	1.7	103	-2	2.8	-10
CN1CCN(C(=O)C2=C[C@@H](c3ccc(C(F)(F)F)cc3)C[C@@H](OCc3ccc(CO)cc3)O2)CC1	-2.0	5	-0.8	-3	-43	15	2.0	98	-6	1.1	9
O=C(OCc1ccc2c(c1)OCO2)c1ccc(S(=O)(=O)N2CCCCC2)cc1	2.2	14	-2.5	-11	-23	1	2.1	71	1	1.1	11
Cc1cc(C(F)(F)F)n(-c2nc(C(=O)NNS(=O)(=O)c3ccccc3[N+](=O)[O-])cs2)n1	-0.1	7	-1.3	-23	3	-1	2.4	103	-4	-1.0	-9
O=C(COC(=O)CCCSc1nc2ccccc2[nH]1)Nc1ccc(Cl)cc1	1.7	8	-1.6	0	13	0	5.5	112	-4	5.0	-3
CCCSc1ccc([C@@H]2[C@H]3C(=O)N(CC)C(=O)[C@H]3[C@]3(C(=O)OC)CCCN23)cc1	1.5	14	-2.4	1	14	0	2.6	174	-4	3.4	-10
Cc1cccc(C)c1OCC(O)Cn1c2ccccc2c2ccccc21 (stereo unspecified)	-2.2	-24	4.2	nt	22	-8	-0.3	nt	-3	1.8	5
COc1ccc(/C=N/NC(=O)c2ccncc2)cc1CSc1nc2ccccc2s1	-1.0	3	-0.5	12	1	-3	1.3	117	-4	-0.3	61
CC(C)CCN1CCN(Cc2ccsc2)CC1CCO (stereo unspecified)	0.3	-11	2.1	-23	-5	2	1.9	101	9	-1.4	14
CS(=O)(=O)N(C(=O)NC(=O)NC12CC3CC(CC(C3)C1)C2)C1CCCCC1	-1.8	10	-2.1	-13	-6	3	3.0	117	-25	3.3	-2
CCOc1cc(C(=O)NC(C)CC)cc(OCC)c1OCC (stereo unspecified)	0.6	7	-1.4	nt	-5	2	2.5	106	-3	2.2	6
O=C(C1CCN(S(=O)(=O)N2CCOCC2)CC1)N1CCN(c2ccccc2F)CC1	4.9	8	-1.8	-49	12	-4	2.0	93	8	3.0	-4
COc1ccccc1S(=O)(=O)Cc1ccc(C(=O)NCc2ccccc2)o1	-0.1	13	-2.5	15	-43	-2	3.0	104	6	3.9	9
CCOc1cc(/C=N/NC(=O)c2ccncc2)ccc1OC(=O)c1ccco1	-1.6	3	-0.6	-16	4	3	2.0	112	-4	0.7	-3
CC(C)CC(c1nnnn1CC1CCCO1)N1CCN(c2cccc(Cl)c2)CC1 (stereo unspecified)	2.3	2	-0.5	26	14	-6	0.6	nt	-4	3.2	6
COc1cccc(CNC(=O)CCC2CCCN(C3CCOCC3)C2)c1 (stereo unspecified)	4.0	7	-1.2	7	-4	2	nt	100	-5	4.2	113
CC(C)c1ccc(N=C2NN=C(c3cccs3)CS2)cc1	-4.4	10	-1.9	-7	-7	2	4.1	102	-11	-3.1	-20
O=C(c1cccc(Oc2ccccc2)c1)N1CCN(c2ccccn2)CC1	-2.3	-7	1.0	-27	4	-1	2.5	90	8	2.4	-5
CCC1Nc2ncnc(N3CCOCC3)c2N(Cc2ccc(OC)cc2)C1=O (stereo unspecified)	-0.9	15	-2.8	-4	-4	3	2.9	102	-8	-1.6	4
Cc1ccc2nsnc2c1NC(=O)c1sc2ccccc2c1Cl	0.0	7	-1.4	6	-14	-2	1.8	76	-8	0.5	-3
O=C(c1cccn(Cc2ccc(Cl)c(Cl)c2)c1=O)N1CCOCC1	3.7	19	-3.6	nt	10	7	3.6	103	-6	-0.3	5
O=C(CCCN1C(=O)/C(=C\c2cccc(Br)c2)SC1=S)Nc1cccnc1	-1.5	-13	2.8	-10	5	3	2.9	102	-6	-1.6	42
